High-throughput results (PubChem BioAssay)
NCI-60 one-dose screen, 48 h, at 10 µM unless noted. Numbers give growth in % (100 = growth as untreated, 0 = no growth, -100 = all killed).
CCRF-CEM = CCRF-CEM leukemia; AID 1794778; 77,000 compounds, 7% hits
RPMI-8226 = RPMI-8226 leukemia cells. 77,000 compounds, 7.5% hits. AID 1794781
SR = SR leukemia cells; 73,000 compounds, 8.7% hits
MDA-MB-435 = MDA-MB-435 melanoma | 82,000 compounds, 7.8% hits
HOP-62 = HOP-62 NSCLC; 80,000 compounds, 3.9% hits
MOLT-4 = MOLT-4 leukemia cells | 80,000 compounds, 6.9% hits | AID 1794779
K-562 = K-562 leukemia; 78,000 compounds, 7.4% hits; AID 1794777
MDA-MB-468 = MDA-MB-468 breast cancer; 78,000 compounds, 8.5% hits; AID 2202374
* = called active by the depositor; x = not tested or not shown; & = joins results of further samples; ! = not confirmed by another sample; [ ] = remark or other dose. The calls were made as follows: active = growth percent below 10; inactive = the rest. A portion of the library (hit frequency here may not be typical).

1: CC(C)NC(=O)N(CCCCBr)N=O
2: CCC(C)C(CC)C(=O)NC(N)=O (stereo not given)
3: c1ccc(C2(NC3=NCCO3)CCCCC2)cc1
4: CC(=O)ONc1ccc([N+](=O)[O-])c(C(F)(F)F)c1
5: N#Cc1ccc(N)cc1
6: COc1ccc(NC2=NCCN2)cc1
7: O=c1[nH]c2ccc([N+](=O)[O-])cc2c(=O)o1
8: COc1ccc(C2C3C=CC(C3)C2C(=O)O)cc1 (stereo not given)

Screen / compound no.	1	2	3	4	5	6	7	8
CCRF-CEM	97	105	95	98	100	97	96	104
RPMI-8226	103	103	100	94	105	105	98	104
SR	109	113	79	103	98	117	x	96
MDA-MB-435	98	x	101	105	103	106	111	x
HOP-62	102	107	100	80	111	102	103	95
MOLT-4	95	118	102	96	94	109	x	92
K-562	106	121	104	105	100	103	x	103
MDA-MB-468	94	105	94	118	95	112	108	x

9: COc1ccc2c(c1O)-c1c3c(cc4c1[C@H](C2)N(C)CC4)OCO3
10: O=NN(CCF)C(=O)NC1CCC(=O)NC1=O (stereo not given)
11: COc1ccc(-n2c(Sc3nnc(N)s3)nc3cc(OC)c(OC)cc3c2=O)cc1
12: COc1ccc(C=C2C(=O)NC(=S)NC2=O)cc1
13: O=C1NC(=O)C2(CCCC2)C(=O)N1
14: CC(C)=CCC[C@H](C(=O)O)[C@@H]1CC[C@]2(C)C3=C(CC[C@@]12C)[C@@]1(C)CC[C@H](O)C(C)(C)[C@@H]1CC3
15: CCN1CCOC(c2ccccc2)C1 (stereo not given)
16: CC(C)(C)OC(=O)N(CCCCCCN(CCCNC(=O)C1CCC2(CC1)OOC1(O2)C2CC3CC(C2)CC1C3)C(=O)OC(C)(C)C)CCCNC(=O)C1CCC2(CC1)OOC1(O2)C2CC3CC(C2)CC1C3 (stereo not given)

Screen / compound no.	9	10	11	12	13	14	15	16
CCRF-CEM	95	112	104	95	109&116	109	96	62[8.5 µM]
RPMI-8226	106	109	92	100	107	89	x	45[8.5 µM]
SR	112	65	98	100	82&115	92	85	61[8.5 µM]
MDA-MB-435	102	101	100	103	90&111	103	110	90[8.5 µM]
HOP-62	x	105	102	105	101&105	97	106	103[8.5 µM]
MOLT-4	111	89	103	94	108&122	89	98	60[8.5 µM]
K-562	105	90	97	104	119&122	70	102	48[8.5 µM]
MDA-MB-468	84	104	106	106	96&111	107	106	89[8.5 µM]

17: Cc1cnc[nH]1
18: CCC(CC)CNC(=O)CCl
19: CN1C(=O)[C@]23O[C@]4(O)CC(=O)N5C(C)(C)[C@H](Cc6cccc1c62)[C@@]3(C(=O)O)[C@@]54O
20: N=C(N)NCCC[C@H](NC(=O)[C@H](CCCNC(=N)N)NC(=O)[C@H](CCCNC(=N)N)NC(=O)[C@H](CCC(N)=O)NC(=O)[C@H](CCCNC(=N)N)NC(=O)[C@H](CCCNC(=N)N)NC(=O)[C@H](CCCCN)NC(=O)[C@H](CCCCN)NC(=O)[C@H](CCCNC(=N)N)NC(=O)CNC(=O)[C@H](CCCNC(=N)N)NC(=O)[C@H](CCCCN)NC(=O)[C@@H]1CCCN1C(=O)Cc1ccc(O)cc1)C(N)=O
21: CC12CCC3(CCC(=O)NCCCNc4ccnc5cc(Cl)ccc45)[C@@](C)(OO[C@]3(C)O1)O2
22: O=[As](O)(O)c1ccccc1Cl
23: N#CN=C(N)N
24: Cc1ccc(CBr)cc1

Screen / compound no.	17	18	19	20	21	22	23	24
CCRF-CEM	108	101	96	102	3.8*	44	32	44
RPMI-8226	x	100	93	105	22	77	76	100
SR	78	91	x	99	2.4*	70	79	87
MDA-MB-435	105	112	102	99	18	97	103	118
HOP-62	111	107	95	95	-6.4*	x	105	110
MOLT-4	88	96	x	99	7.0*	101	86	95
K-562	97	96	98	103	14	79	112	100
MDA-MB-468	108	126	111	95	-38*	54	99	98

25: CC(C)(C)C(=O)OCOP(=O)(NCc1ccccc1)C1CCCN(O)C1=O (stereo not given)
26: COc1cc2nc(SC)n(-c3ccc(Cl)cc3)c(=O)c2cc1OC
27: C[n+]1c(/C=C/c2ccc(N(CCCl)CCCl)cc2)oc2ccccc21
28: ClCCN(CCCl)c1nc(Cl)c(C2CC(c3ccc4c(c3)OCO4)=NN2c2cc(Cl)cc(Cl)c2)s1 (stereo not given)
29: CC/C(Cc1ccccc1)=C(\c1ccc(OCCN2CCCC2)cc1)c1ccc(OC(=O)NCc2ccccc2)cc1
30: COC(=O)[C@@H](C)C[C@H](Cc1ccccc1)NC(=O)c1csc([C@@H](C[C@H](C(C)C)N(C)C(=O)[C@@H](NC(=O)[C@H]2CCCCN2C)C(C(F)(F)F)C(F)(F)F)OC(C)=O)n1
31: C#CC1(O)CCC2C3CCC4=CC(=O)CCC4(C)C3CCC21C (stereo not given)
32: CC1=C(C)CC2(C(=O)NC(=O)NC2=O)C(C)C1 (stereo not given)

Screen / compound no.	25	26	27	28	29	30	31	32
CCRF-CEM	13	96	79	95	34	4.9*	106	112
RPMI-8226	x	103	85	93	-6.2*	11	94	113
SR	9.4*	93	68	100	-28*	5.5*	98	x
MDA-MB-435	39	98	110	103	54	-46*	93	99
HOP-62	23	104	79	105	77	15	91	x
MOLT-4	9.1*	102	87	97	12	5.9*	109	103
K-562	32	87	74	95	-39*	8.8*	89	95
MDA-MB-468	-0.5*	105	84	106	15	52	94	103

33: CNC(=S)NCCN1CC1
34: COc1ccc(/C=C(/C)[N+](=O)[O-])cc1OC
35: O=P(O)(O)CCCP(=O)(O)O
36: CN(C)C(=O)Oc1cc(Cl)c(Cl)cc1Cl
37: N#Cc1cc([N+](=O)[O-])cc([N+](=O)[O-])c1
38: Nc1nnns1
39: O=C(/C=C/c1ccccc1Cl)c1nc2ccccc2n1Cc1ccc(F)cc1
40: Nc1ncc(Sc2nc3ccc(Cl)cc3c(=O)n2-c2ccccc2)s1

Screen / compound no.	33	34	35	36	37	38	39	40
CCRF-CEM	88	0.7*!	94	101	105	115	-25*	103
RPMI-8226	97	-7.7*	93	97	105	110	-30*	93
SR	112	-5.5*	x	97	112	119	-28*	71
MDA-MB-435	106	8.7*!	111	110	103	96	-47*	101
HOP-62	110	48	102	103	102	103	-78*	96
MOLT-4	109	-1.2*	97	93	107	109	-16*	95
K-562	114	5.2*	86	101	103	84	-26*	x
MDA-MB-468	110	-87*	109	98	92	106	-94*	x

41: c1ccc(CCN2CCOCC2)cc1
42: CC1CN1P(=O)(Oc1ccc(Cl)cc1)N1CC1C (stereo not given)
43: C/C=C(\CC)C1(CC)C(=O)NC(=S)NC1=O
44: CN(C)CCC#N
45: Cc1cc(N(CCCl)CCCl)ccc1C=Nc1ccc(-c2csc(-c3ccccc3)n2)cc1
46: Oc1cc(Cl)c(Cl)cc1Cl
47: Cc1cccc(N2CCNCC2)c1
48: COC(=O)CCN(CCC(=O)OC)CCN1CC1

Screen / compound no.	41	42	43	44	45	46	47	48
CCRF-CEM	101	x	97&103	102	47	95&101	101	108
RPMI-8226	99	100	93&103	102	77	94&99	104	101
SR	99	79	95&110	102	31	93&109	82	96
MDA-MB-435	110	115	99&101	105	95	115&113	105	109
HOP-62	89	101	107&91	107	79	99&100	78	115
MOLT-4	93	95	94&95	106	22	96&107	93	102
K-562	95	99	95	112	80	99&104	72	107
MDA-MB-468	91	111	100&83	100	3.7*	88&99	x	118

49: O=C1c2c(Cl)ccc(Cl)c2C(=O)c2c(Cl)ccc(Cl)c21
50: CNC(Cc1ccccc1)c1ccc(OC)c(OC)c1 (stereo not given)
51: COC(=O)CN(CCCl)P1(=O)OCCCN1CCCl (stereo not given)
52: CN(C)c1ccc(-c2ccc(N(C)C)cc2)cc1
53: COCc1c(CO)cnc(C)c1O
54: CC(=O)O[C@@H]1C=C2/C(=N/O)CC3C(CCC4(C)C3CC[C@@H]4OC(C)=O)C2(C)CC1 (stereo not given in full)
55: CC(C)(C)N=C1Nc2ccccc2N[C@]12CC[C@@]1(C)[C@@H](CC[C@@H]3[C@@H]1CC[C@@]1(C)[C@H]3CC[C@]1(C)O)C2
56: ClCCN(CCCl)c1ccc(/C=N\Nc2ncccn2)cc1

Screen / compound no.	49	50	51	52	53	54	55	56
CCRF-CEM	93	117	111	112	122	x	63	47
RPMI-8226	107	105	107	99	98	99	35	80
SR	84	106	110	126	112	93	64	31
MDA-MB-435	103	92	98	95	x	108	62	112
HOP-62	79	104	106	x	98	114	77	104
MOLT-4	91	107	104	111	101	93	45	53
K-562	100	116	114	140	109	87	28	93
MDA-MB-468	108	92	101	84	93	105	41	50

Part of the list above in order of SMILES length, low to high:
13: O=C1NC(=O)C2(CCCC2)C(=O)N1
8: COc1ccc(C2C3C=CC(C3)C2C(=O)O)cc1 (stereo not given)
34: COc1ccc(/C=C(/C)[N+](=O)[O-])cc1OC
31: C#CC1(O)CCC2C3CCC4=CC(=O)CCC4(C)C3CCC21C (stereo not given)

Screen / compound no.	13	8	34	31
CCRF-CEM	109&116	104	0.7*!	106
RPMI-8226	107	104	-7.7*	94
SR	82&115	96	-5.5*	98
MDA-MB-435	90&111	x	8.7*!	93
HOP-62	101&105	95	48	91
MOLT-4	108&122	92	-1.2*	109
K-562	119&122	103	5.2*	89
MDA-MB-468	96&111	x	-87*	94

The list goes on:
57: O=C(O)CC(Br)C(=O)CBr (stereo not given)
58: Cc1nnc2n1-c1ccc(Cl)cc1C(c1ccccc1)=NC2
59: CN1c2ccccc2[C@]2(C)Cc3cc(Cl)ccc3N[C@H]12
60: CCOP(=O)(Cc1ccc(N)cc1)OCC
61: CN1C(=O)[C@@H](NC(=O)[C@H](CCC(F)(F)F)CC(=O)N2CCCCC2)N=C(c2ccccc2)c2ccccc21
62: COC(=O)C12C3C4C1C1C2C3C41NC(=O)c1csc([C@@H](C[C@H](C(C)C)N(C)C(=O)[C@@H](NC(=O)[C@H]2CCCCN2C)C2CC2)OC(C)=O)n1 (stereo not given in full)
63: O=[N+]([O-])c1ccc(F)c([N+](=O)[O-])c1F
64: COc1cccc(NP2(=O)OCC(C)([N+](=O)[O-])CO2)c1 (stereo not given)

Screen / compound no.	57	58	59	60	61	62	63	64
CCRF-CEM	x	x	85	115	90	17	62	x
RPMI-8226	103	99	80	117	108	22	94	110
SR	113	99	99	73	96	19	8.9*	x
MDA-MB-435	108	93	115	102	96	-30*	103	101
HOP-62	105	99	98	109	91	4.5*	106	x
MOLT-4	103	106	86	90	78	19	58	94
K-562	105	106	98	100	103	8.0*	11	72
MDA-MB-468	105	108	116	115	93	30	99	93

65: O=P1(N(CCCl)CCCl)NCCCO1 (stereo not given)
66: C[N+](C)(C)C
67: CCN1C[C@]2(O)CC[C@H](OC)C34C1C(C[C@@H]32)[C@]1(O)C[C@H](OC)[C@@H]2C(=O)C(=O)[C@H]4[C@@H]21
68: C=C(Cl)CSC(=S)N(CC)CC
69: CCCCCCOC(=O)Cc1ccccc1
70: CN1CCN(c2ccccc2)CC1
71: COc1ccc2c(c1)NP(=S)(Oc1ccccc1)N2 (stereo not given)
72: C=C=[CH][Sn]([c]1ccccc1)([c]1ccccc1)[c]1ccccc1

Screen / compound no.	65	66	67	68	69	70	71	72
CCRF-CEM	96	96&108&97	106	101	101	102	82	-0.1*
RPMI-8226	103	105&105&93	110	106	105	102	106	-17*
SR	99	106&105&68	96	106	104	103	102	x
MDA-MB-435	107	92&98&111	104	112	105	95	87	-60*
HOP-62	105	104&106&115	96	98	102	99	109	-64*
MOLT-4	97	109&106&99	98	99	106	98	118	x
K-562	104	103&113&107	102	99	121	108	106	x
MDA-MB-468	108	99&115	108	105	105	86	105	-66*

Results in HOP-62, for three of the compounds above:
| cpd | Molecule | HOP-62 |
| --- | --- | --- |
| 69 | CCCCCCOC(=O)Cc1ccccc1 | 102 |
| 70 | CN1CCN(c2ccccc2)CC1 | 99 |
| 71 | COc1ccc2c(c1)NP(=S)(Oc1ccccc1)N2 (stereo not given) | 109 |

Going on with the list.
73: Cc1ccc(N2COOC3(OOC2)C2CC4CC(C2)CC3C4)cc1
74: CC(=O)c1cc2c(cc1C)C(C)(C)C(C)C2(C)C (stereo not given)
75: CC(C)(C)N1CC1c1ccccc1 (stereo not given)
76: CCOP(=O)(Nc1ccc2c(c1)/C(=N/NC(N)=S)c1ccccc1-2)OCC
77: C/C(N)=N\c1n[nH]c(NN)n1
78: NC(CSC(c1ccccc1)c1ccccc1)C(=O)O (stereo not given)
79: O=C1CNC(c2ccccc2)c2cc(Cl)ccc2N1 (stereo not given)
80: CN1CCN(c2ccc3[nH]c(=O)nc(-c4ccccc4)c3c2)CC1
81: CCCCCCCCOP(=O)(N1CC1)N1CC1
82: O=C(O)c1cccc(CCl)c1
83: CCOc1ccc2nccc([C@@H](O)[C@@H]3C[C@@H]4CCN3C[C@@H]4CC)c2c1

Screen / compound no.	73	74	75	76	77	78	79	80	81	82	83
CCRF-CEM	107	x	67	86	105	87	94	99	x	x	85
RPMI-8226	102	119	97	93	106	94	109	100	105	105	85
SR	46	109	108	109	97	91	89	89	94	90	90
MDA-MB-435	93	115	110	107	102	107	108	107	109	104	100
HOP-62	93	100	126	117	108	93	92	100	106	108	86
MOLT-4	79	114	119	92	99	82	94	101	95	93	103
K-562	73	108	112	103	96	85	94	96	101	101	96
MDA-MB-468	x	114	104	86	101	90	104	100	103	105	x
